# MBNL1 CUG block: blocks human MBNL1 binding to CUG repeat RNA; Q9NR56; actives 0.036% (n = 280,000); TR-FRET MBNL1-His/biotin-(CUG)12 binding, 665/545 ratio; AID 2675; Potency, µM (top dose mostly 57.5 µM), for the others: top-dose activity change, negative = inhibition, hits mostly inhibitors; active means well fitted inhibition curve with a large enough effect in the signal ratio, with a control signal flat, not every such curve was filed as active; inconclusive means small, poorly fitted or top-dose-only effect, or effect the other way, or a change in a side signal; inactive means no such curve, though single readings can be large or run the other way; the % refers to the signal ratio; further: potency means the concentration at half of the fitted maximal effect; on the % scale 0 is the no-effect control and ±100 the full control effect
# Target sequence (Q9NR56 whole entry, looked up): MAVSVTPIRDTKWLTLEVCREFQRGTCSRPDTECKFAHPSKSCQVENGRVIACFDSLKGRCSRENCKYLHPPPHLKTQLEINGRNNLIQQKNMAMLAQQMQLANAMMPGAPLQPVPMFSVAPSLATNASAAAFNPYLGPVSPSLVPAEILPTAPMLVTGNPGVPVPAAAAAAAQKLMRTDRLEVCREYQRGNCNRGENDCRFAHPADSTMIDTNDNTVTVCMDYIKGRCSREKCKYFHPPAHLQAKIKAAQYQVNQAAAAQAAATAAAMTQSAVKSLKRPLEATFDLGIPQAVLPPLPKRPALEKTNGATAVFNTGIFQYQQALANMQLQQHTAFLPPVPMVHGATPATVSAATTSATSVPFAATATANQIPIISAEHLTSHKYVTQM
#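 His-tagged MBNL1 binding to biotinylated (CUG)12 RNA was measured by TR-FRET using terbium anti-His antibody (0.055 ng/ul final) and streptavidin-XL665 (5 nM final). Compounds were titrated 92 nM to 58 uM; 60 min at room temperature.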
# FLuc modulator: counter-screen for miR-21 project: firefly luciferase inhibitors or activators | P08659 | purified FLuc, Km substrates, luminescence inhibition | Potency, µM (top dose mostly 57.5 µM), for inactives: at the highest dose activity change, negative = inhibition, hits mostly inhibitors | actives 6.9% (n = 360,000);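 further: potency means the concentration at half of the fitted maximal effect; plate controls were vehicle for no effect and reference inhibitor for full effect; nearly all actives have a fitted effect of over 55% in size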
#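 Purified P. pyralis luciferase, 10 nM final, with Km-level 10 uM D-luciferin and 10 uM ATP in 50 mM Tris acetate pH 7.5, 10 mM Mg acetate, 0.01% Tween-20, 0.05% BSA; 6-point qHTS titration about 60 µM downward; luminescence read.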
# PKM2 act: PKM2 (human) enzyme activation; P14618; purified PKM2, Kinase-Glo ATP luminescence, activation; response scale: 0% is enzyme alone, no compound; Potency, µM (series often up to 57.5 µM), without a hit: top-dose activation, hits mostly activators; actives 0.34% (n = 260,000); AID 1631; further: potency means the concentration at half of the fitted maximal effect; on the % scale 0 is the no-effect control and ±100 the full control effect; nearly all actives have a fitted effect of over 55% in size
#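 hPK-M2, >95% pure; 0.1 mM ADP / 0.5 mM PEP final; imidazole pH7.2 buffer w/ 7 mM MgCl2, 50 mM KCl; 1 h RT; Kinase-Glo lum. Intermediate enzyme activity for dual inhibitor/activator qHTS.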
# KCNH2 3.1 block: KCNH2 3.1 (human) potassium channel inhibition. AID 720553. U2OS KCNH2 3.1, thallium flux FluxOr; stronger effect = lower value. activity change, % (tested at about 1.8 µM). actives 0.95% (n = 340,000);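 active means maximum activity change below -70%; inconclusive means maximum activity change from -70% to -50%; inactive means maximum activity change above -50%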;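 further: thallium influx rate constant from kinetic fluorescence after stimulation buffer; on the % scale 0 is the no-effect control and ±100 the full control effect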
#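 Thallium flux read-out: FluxOr dye with Red40 quencher in HBSS/HEPES, 45 min at RT. Rate constants from kinetic reads were normalized to positive and negative DMSO controls. Cells: U2OS virally expressing the 3.1 isoform.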
# VP16 counter: Gal4-VP16 reporter inhibition counter-screen. Potency, µM (doses to about 53.6 µM), for inactives: top-dose activity, negative = inhibition, actives largely listed as inhibitors. actives 3.5% (n = 310,000). Drosophila S2 Gal4-VP16 UAS-luciferase, luminescence, 20 h;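 further: Gal4-VP16 expression switched on by copper sulfate through the metallothionein promoter; potency means the concentration at half of the fitted maximal effect; on the % scale 0 is the no-effect control and ±100 the full control effect; nearly all actives have a fitted effect of over 50% in size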
# Rab9 prom act: activates the Rab9 promoter; Huh7 Rab9 promoter-luciferase reporter, luminescence, 24 h; Potency, µM (doses to about 9.22 µM), for inactives: at the highest dose activation, negative = inhibition, hits mostly activators; actives 2.8% (n = 320,000); further: potency means the concentration at half of the fitted maximal effect; % of control where 0% means no effect; nearly all actives have a fitted effect of over 60% in size
#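 Quantitative HTS format; Huh7 Rab9-luciferase reporter cells (1500/well) receive compound 2 h post-plating, incubate 24 h at 37 °C, then get luciferase reagent for 10 min before luminescence reading.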
# Menin-MLL TR inh: displaces Texas Red mutant MLL peptide from human menin; O00255; Menin + Texas Red MLL mutant peptide, fluorescence polarization; Potency, µM (top dose mostly 61.6 µM), inactives show at the top dose FP activity change, negative = inhibition, usual class: inhibitors; actives 0.23% (n = 270,000); AID 1768; active means well fitted inhibition curve with a large enough effect in the polarisation, with a control signal flat, not every such curve was filed as active; inconclusive means small, poorly fitted or top-dose-only effect, or effect the other way, or a change in a side signal; inactive means no such curve, though single readings can be large or run the other way; the % refers to the polarisation; further: potency means the concentration at half of the fitted maximal effect; % of control where 0% means no effect; many of its hits are not listed in these tables
# Target sequence (O00255 whole entry, looked up): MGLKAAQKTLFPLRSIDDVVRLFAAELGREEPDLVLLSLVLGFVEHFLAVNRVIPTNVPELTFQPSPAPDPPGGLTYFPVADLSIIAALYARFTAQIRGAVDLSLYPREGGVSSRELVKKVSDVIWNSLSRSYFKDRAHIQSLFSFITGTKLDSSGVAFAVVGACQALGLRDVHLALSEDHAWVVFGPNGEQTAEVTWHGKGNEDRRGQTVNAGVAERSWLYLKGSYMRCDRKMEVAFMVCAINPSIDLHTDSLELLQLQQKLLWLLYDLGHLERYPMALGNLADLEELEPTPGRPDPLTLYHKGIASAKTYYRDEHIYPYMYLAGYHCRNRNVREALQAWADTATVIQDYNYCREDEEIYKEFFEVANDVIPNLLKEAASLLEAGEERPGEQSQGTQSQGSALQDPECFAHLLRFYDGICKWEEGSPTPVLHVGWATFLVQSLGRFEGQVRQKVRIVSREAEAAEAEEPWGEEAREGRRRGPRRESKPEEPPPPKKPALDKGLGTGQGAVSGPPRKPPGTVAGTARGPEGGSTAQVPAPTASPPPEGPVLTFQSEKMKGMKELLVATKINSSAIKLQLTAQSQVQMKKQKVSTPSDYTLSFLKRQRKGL
# ELG1 DNA repair: ELG1-dependent DNA repair inhibition; HEK293T ELG1-luciferase reporter, luminescence, 16 h; DNA damage induced by 5-fluorouridine; Potency, µM (titrated, usually from 46.1 µM), for the others: top-dose activity change, negative = inhibition, most hits filed as inhibitors; actives 2.3% (n = 330,000); AID 504467; further: potency means the concentration at half of the fitted maximal effect; on the % scale 0 is the no-effect control and ±100 the full control effect; nearly all actives have a fitted effect of over 55% in size
#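 Cells (2,000 per well) received 5-fluorouridine plus test compound or DMSO and were incubated 16 hr at 37 °C, 5% CO2. Luciferase activity was read by luminescence 30 min after ONE-Glo addition; signal suppression marked inhibition of damage-induced ELG1 function.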
# Mito fusion yeast: mitochondrial division inhibition or fusion activation; S. cerevisiae fusion-defective mutant growth rescue, CellTiterGlo 48 h; Potency, µM (series often up to 46.1 µM), without a hit: at the top dose growth rescue (activation), usual class: activators; actives 0.23% (n = 320,000); AID 485298;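 further: potency means the concentration at half of the fitted maximal effect; % of control where 0% means no effect; nearly all actives have a fitted effect of over 45% in size; temperature-sensitive fusion mutants such as fzo1-1 at 37 °C on non-fermentable ethanol glycerol medium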
#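 Luminescent cell viability in 1536-well qHTS format served as the measure of rescued growth in ts fusion-mutant S. cerevisiae cultured on non-fermentable YPEG for 48 hours at 37C.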
# NPC1 prom act: activates the NPC1 promoter; Potency, µM (doses to about 9.22 µM), without a hit: at the highest dose activation, actives largely listed as activators; actives 2.4% (n = 320,000); Huh7 NPC1 promoter luciferase reporter, 24 h; AID 485313;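 further: potency means the concentration at half of the fitted maximal effect; % of control where 0% means no effect; nearly all actives have a fitted effect of over 60% in size; reporter is driven by a mutant NPC1 promoter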
#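 Stably transfected Huh7 (NPC1 promoter→luciferase), 1500 cells/well in Opti-MEM + 10% FBS, 2 h settle, then compound 24 h at 37 °C. Luminescence after 10 min with Amplite reagent.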
# RORgamma inh: ROR gamma (mouse) transcription inhibition; Drosophila S2 Gal4-RORgamma UAS-luciferase reporter, 20 h; Potency, µM (titrated, usually from 53.6 µM), without a hit: at the highest dose activity change, negative = inhibition, actives largely listed as inhibitors; actives 5.4% (n = 310,000); further: potency means the concentration at half of the fitted maximal effect; on the % scale 0 is the no-effect control and ±100 the full control effect; nearly all actives have a fitted effect of over 60% in size
#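 ROR gamma transcriptional activity was tracked as Gal4-UAS luciferase output in stably transfected Drosophila Schneider cells, with compound added 1 hr before 700 uM copper sulfate induction and a 20 hr ambient-temperature incubation.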
# An asterisk follows results filed as active; ? = inconclusive; . = no result given; & = joins results of further samples; [ ] = remark or other dose. Unless noted, the call rests on the fitted dose curve; in most records, active means well fitted curve in the direction sought with a large enough effect; inconclusive means small, poorly fitted or top-dose-only effect, or another doubt; inactive means no such curve, though single readings can be large; an effect the other way counts as inactive or inconclusive. Some of the compounds tested (hit frequency here may not be typical).
SMILES,MBNL1 CUG block,FLuc modulator,PKM2 act,KCNH2 3.1 block,VP16 counter,Rab9 prom act,Menin-MLL TR inh,ELG1 DNA repair,Mito fusion yeast,NPC1 prom act,RORgamma inh
Cc1cccc2cc(CN(Cc3cccs3)C(=S)NCC3CCCO3)c(=O)[nH]c12 (stereo unspecified),-8%,8%,8%,16,-13%,-4%,-4%,16µM*,-3%,-5%,29%
COC(=O)[C@H](CCSC)NC(=O)NC1CC1,.,-1%,-3%,-3,0%,1%,.,-2%,0%,-2%,-3%
CSc1ncccc1-c1nc2ccccc2[nH]1,1%,21µM*,-5%,7,23%,25%,-1%,?,-2%,19%,35%
Nc1ncnc(Nc2ccccn2)c1[N+](=O)[O-],?,-1%,-10%,-1,2%,2%,17%,?,-2%,-1%,-9%
CCN(CC)S(=O)(=O)N1CCC(C(=O)NCCC2=CCCCC2)CC1,-6%,-1%,0%,12,4%,-7%,-14%,0%,-2%,2%,11%
COc1ccc(CN2CCN(C(=O)c3cccnc3)CC2)cc1Br,-2%,-2%,3%,-6,-1%,-3%,-27%,0%,2%,-3%,-7%
O=C(Oc1cccnc1)c1cc(S(=O)(=O)N2CCCCC2)ccc1Cl,-6%,3%,-1%,2,3%,0%,0%,18%,0%,-2%,-22%
O=[N+]([O-])c1cc([N+](=O)[O-])c(Oc2cc(F)cc(F)c2)cc1NN1CCCCC1,.,4%,.,-24,.,-2%,.,27%,10%,-4%,.
O=C(c1ccc(-c2cccc(C(F)(F)F)c2)o1)N1CCN(c2ccccc2)CC1,.,3%,.,0,.,5%,.,?,1%,0%,.
Cc1ccc(C(C(=O)NC2CCCCC2)N(CCC(C)C)C(=O)CNC(=O)c2ccco2)o1 (stereo unspecified),-3%,7%,1%,-11,-1%,10%,-15%,-22%,-6%,-2%,16%
Cc1cc(NC(=O)CN2CCCC(C)C2)no1 (stereo unspecified),-4%,-5%,-10%,1,-9%,16%,1%,?,-5%,8%,22%
CN(C)S(=O)(=O)N1CCC(Oc2ccc(C(=O)N3CCCCCCC3)cc2)CC1,-10%,?,0%,26,?,17%,.,?,-2%,20%,?
Cc1ccc(S(=O)(=O)N2CCOCC2)cc1C(=O)NC(=S)N(Cc1ccccc1)C(C)C,7%,-2%,1%,29,4µM*,-10%,0%,-6%,-6%,-2%,1.3µM*
Cc1c(Cl)cccc1N1CC(C)(C)C1=O,.,-3%,-2%,4,-22%,-2%,-5%,-7%,-1%,-10%,29%
COc1cc(NC(=S)Nc2ccc(OC(F)F)cc2)cc(OC)c1,-11%,-9%,-1%,-36,?,2%,.,?,-2%,0%,10µM*
Cn1nc(CC(=O)NCCN2C(=O)CSC2=O)c2ccccc2c1=O,11%,-1%,8%,-7,-9%,-3%,1%[11.7 µM],3%,-3%,3%,-7%
CC1=C(C(=O)Nc2cccc(C(=O)N3CCC(C(N)=O)CC3)c2)SCCO1,-3%,0%,.,-18,4%,4%,.,13%,1%,-1%,-25%
Nc1nnn(CC(=O)N/N=C/c2cn[nH]c2-c2ccccc2)n1,-5%,4%,-2%,-2,-3%,-8%,.,3%,2%,1%,7%
O=C(N/N=C/c1cccc([N+](=O)[O-])c1)c1ccccc1-n1cccc1,?,-5%,-1%,0,?,1%,14%,?,-7%,-1%,142%
CC(C(=O)N(C)C)N1c2cccc3cccc(c23)S1(=O)=O (stereo unspecified),9%,2%,-1%,8,-9%,-2%,11%,-27%,-1%,-1%,-19%
Cc1ccc(S(=O)(=O)c2ccc(NC(=O)c3c(F)cccc3F)cc2)cc1,0%,1%,.,-5,3%,1%[1.84 µM],75%[activator],-8%,-8%,-3%,24%
CCN(CC)S(=O)(=O)c1ccc2oc(C(=O)NC(C)C)c(C)c2c1,4%,3%,-4%,-1,-1%,2%,9%,-9%,4%,0%,7%
COc1ccc(S(=O)(=O)N2CCCCCC2)cc1NC(=O)Cc1cc(OC)c(OC)c(OC)c1,.,-2%,0%,4,5%,1%,?,?,-5%,-4%,?
CCN1C(=O)[C@H]2[C@@H](c3ccc(-c4ccccc4)cc3)N[C@@](Cc3ccccc3)(C(=O)OC)[C@H]2C1=O,.,-5%,.,-14,.,-2%,.,-23%,?,-3%,.
COCCCNC(=O)c1cc(-c2cccnc2)nc2ccc(S(=O)(=O)N3CCCCCC3)cc12,-6%,3%,.,10,-2%,3%,.,?,2%,-4%,-2%
O=Nc1c(O)n(Cc2cccc(Cl)c2)c2ccccc12,14%,0%,6%,13,-22%,14%,-22%,-3%,15%,-5%,11%
Cc1ccccc1C(=O)Nc1ccc(C(=O)NNC(=O)CCCOc2ccc(Cl)cc2Cl)cc1,-1%,3%,-1%,5,?,5%,?,21%,-3%,2%,?
CC(C)C(O)(C#CCN1CCCCC1)C(C)C,-13%,5%,4%,0,-7%,0%,-27%,-2%,-8%,-1%,-33%
CCCCn1c(N)c(N(CCOC)C(=O)c2cccc(N3C(=O)c4ccccc4C3=O)c2)c(=O)[nH]c1=O,.,-10%,.,-2,.,-1%,.,1%,3%,-10%,.
COc1ccccc1NC(=O)CSc1nc(=O)n(CCN(C)C)c2c1CCCC2,.,1%,.,-1,.,0%,.,-5%,0%,1%,.
CN1C(=O)[C@H]2[C@@H](c3ccc(F)cc3)N3C(=O)c4ccccc4NC(=O)[C@@]3(C)[C@H]2C1=O,-6%,0%,-5%,13,-7%,-1%,-9%,?,0%,-6%,-11%
CCC(=O)N1CCc2cc(S(=O)(=O)CCC(=O)Nc3ccc(CC)cc3)ccc21,-1%,-1%,6%,-15,-2%,-6%,14%,-6%,7%,-2%,-6%
Cc1oc(C(=O)O)cc1COc1cccc2cccnc12,8%,-2%,-2%,0,-3%,2%,-6%,-6%,2%,-1%,-29%
Cc1nc(N2CCOCC2)nc(N2CCN(c3ccccc3)CC2)c1[N+](=O)[O-],-8%,4%,-3%,0,7%,3%,-14%,-6%,0%,0%,8%
Cc1ccc(-n2c(SCC(=O)Nc3cccc(C)c3)nc3c(oc4ccccc43)c2=O)cc1,11%,-1%&2%,1%,.,5%,-3%,0%,4%,2%,-4%,29%
O=S1(=O)CCC(NS(=O)(=O)/C=C/c2ccccc2)C1 (stereo unspecified),7%,-1%,1%,-2,-6%,-2%,-3%,7%,-1%,1%,-40%
CN(C)/C=N/C(=S)Nc1ccc(Cl)c(Cl)c1,1%,17µM*,-1%,-7,3.2µM*,24%,-25%,?,-7%,18%,1.8µM*
CCn1nnnc1SCC(=O)Nc1ccc(F)cc1,-9%,-2%,3%,20,12%,3%,-9%,18%,1%,1%,-8%
Cc1ccc2oc(=O)c3cnn(CC(=O)NCCN(C)C)c3c2c1,-9%,7%,-4%,4,-12%,-3%,10%,-1%,-1%,-2%,-31%
O=C(COc1cccc2c1CCN(Cc1ccc(Br)cc1)C2=O)NCc1ccco1,0%,-2%,-4%,-45,-8%,1%,-11%,18µM*,?,-2%,?

# Four entries picked at random from the list so far:
SMILES,MBNL1 CUG block,FLuc modulator,PKM2 act,KCNH2 3.1 block,VP16 counter,Rab9 prom act,Menin-MLL TR inh,ELG1 DNA repair,Mito fusion yeast,NPC1 prom act,RORgamma inh
CCN(CC)S(=O)(=O)N1CCC(C(=O)NCCC2=CCCCC2)CC1,-6%,-1%,0%,12,4%,-7%,-14%,0%,-2%,2%,11%
O=C(COc1cccc2c1CCN(Cc1ccc(Br)cc1)C2=O)NCc1ccco1,0%,-2%,-4%,-45,-8%,1%,-11%,18µM*,?,-2%,?
Nc1nnn(CC(=O)N/N=C/c2cn[nH]c2-c2ccccc2)n1,-5%,4%,-2%,-2,-3%,-8%,.,3%,2%,1%,7%
Cc1ccc(S(=O)(=O)N2CCOCC2)cc1C(=O)NC(=S)N(Cc1ccccc1)C(C)C,7%,-2%,1%,29,4µM*,-10%,0%,-6%,-6%,-2%,1.3µM*
